Apoferritin bind: candidate novel general anesthetic via apoferritin binding | P02791 | apoferritin/1-aminoanthracene competitive binding, fluorescence | Potency, µM (top dose mostly 77.5 µM), inactives show at the highest dose activity change, negative = displacement, actives largely listed as inhibitors | 350,000 compounds, 0.074% hits | AID 485281; note: % is set by controls: 0 for no effect and ±100 for the full control effect; nearly all actives have a fitted effect of over 20% in size
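Probe: 1-aminoanthracene (50% saturated, PBS). Protein: horse-spleen apoferritin, 10 uM. Incubation: 10 min, room temperature. Detection: 380 nm excitation, 535 nm emission. Analysis: normalized response, four-parameter Hill.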
POLH inh: inhibitors of human DNA polymerase eta | recombinant Pol eta, fluorescent DNA replication assay | Potency, µM (top dose mostly 114 µM), without a hit: top-dose activity change, negative = inhibition, hits mostly inhibitors | 390,000 compounds, 1.2% hits; note: % is set by controls: 0 for no effect and ±100 for the full control effect
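Fluorescent replication assay: 50 nM final substrate added after a 15 min room-temperature compound preincubation with 10 nM enzyme. Signal taken at 0 min and again at 10 min.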
G9a block: G9a (human) methyltransferase inhibition; 350,000 compounds, 8.8% hits; Potency, µM (series often up to 102 µM), for the others: top-dose activity, negative = inhibition, usual class: inhibitors; G9a H3K9 monomethylation, AlphaScreen, 2 h; Q96KQ7; note: % is set by controls: 0 for no effect and ±100 for the full control effect; nearly all actives have a fitted effect of over 75% in size
Target sequence (Q96KQ7 913-1193 limits assumed): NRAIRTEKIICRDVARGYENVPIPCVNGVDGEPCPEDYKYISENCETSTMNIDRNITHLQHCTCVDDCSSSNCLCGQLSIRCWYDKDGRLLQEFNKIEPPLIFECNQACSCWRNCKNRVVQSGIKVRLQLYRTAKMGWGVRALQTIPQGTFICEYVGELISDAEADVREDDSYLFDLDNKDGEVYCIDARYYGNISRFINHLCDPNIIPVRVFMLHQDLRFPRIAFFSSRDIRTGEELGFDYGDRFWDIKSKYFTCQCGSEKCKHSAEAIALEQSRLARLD
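Quantitative HTS format: methyltransferase activity on a biotin-tagged H3K9 peptide is measured by AlphaScreen, using a rabbit anti-monomethyl-H3K9 antibody with streptavidin donor and anti-IgG acceptor beads. Final levels are 20 nM enzyme, 500 nM peptide, 20 uM SAM; 2 h RT.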
APE1 inh: blocks human APE1 abasic DNA cleavage; recombinant APE1, TAMRA/BHQ-2 abasic DNA cleavage fluorescence; Potency, µM (top dose mostly 65.8 µM), without a hit: at the highest dose activity change, negative = inhibition, actives largely listed as inhibitors; 350,000 compounds, 0.35% hits; AID 2517;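 note: plate controls were vehicle for no effect and reference inhibitor for full effect; nearly all actives have a fitted effect of over 55% in size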
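Readout is kinetic fluorescence (ex 525, em 598 nm) from cleavage of 50 nM TAMRA/BHQ-2 THF abasic duplex by 0.75 nM APE1, compound added 15 min beforehand at RT.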
Pol iota inh: blocks human DNA polymerase iota activity | 390,000 compounds, 1% hits | Potency, µM (top dose mostly 115 µM), for inactives: at the highest dose activity, negative = inhibition, most hits filed as inhibitors | Pol iota fluorescent replication assay, 10 min | AID 588590
Target sequence (Q9UNA4 whole entry, looked up): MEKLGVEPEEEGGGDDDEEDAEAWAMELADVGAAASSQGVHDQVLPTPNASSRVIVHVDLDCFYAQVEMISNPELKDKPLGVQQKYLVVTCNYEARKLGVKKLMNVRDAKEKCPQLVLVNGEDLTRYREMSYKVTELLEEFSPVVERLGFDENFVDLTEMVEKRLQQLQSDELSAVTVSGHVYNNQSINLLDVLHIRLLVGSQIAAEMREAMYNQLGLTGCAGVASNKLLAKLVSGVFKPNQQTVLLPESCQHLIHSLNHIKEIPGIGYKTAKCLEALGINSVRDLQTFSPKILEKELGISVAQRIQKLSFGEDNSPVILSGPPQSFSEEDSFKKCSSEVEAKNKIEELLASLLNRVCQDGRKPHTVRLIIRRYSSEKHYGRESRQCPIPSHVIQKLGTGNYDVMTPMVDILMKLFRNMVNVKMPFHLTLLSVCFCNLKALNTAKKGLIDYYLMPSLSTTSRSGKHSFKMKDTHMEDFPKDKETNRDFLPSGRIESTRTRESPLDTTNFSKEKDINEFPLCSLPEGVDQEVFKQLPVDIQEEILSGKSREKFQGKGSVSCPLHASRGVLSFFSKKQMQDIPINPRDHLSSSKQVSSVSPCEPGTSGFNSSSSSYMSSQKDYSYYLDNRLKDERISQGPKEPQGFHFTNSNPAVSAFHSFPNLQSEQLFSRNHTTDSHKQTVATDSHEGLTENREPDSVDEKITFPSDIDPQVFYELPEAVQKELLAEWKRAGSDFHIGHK
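Pol iota at 10 nM preincubated 15 min with compounds at room temperature; reaction started with fluorescent substrate, 50 nM final. Fluorescence read kinetically at 0 and 10 min; buffer-only wells as negative control.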
POLK inh: DNA polymerase kappa (human) inhibition; Q9UBT6; purified Pol kappa, fluorescent DNA synthesis assay, 10 min; Potency, µM (doses to about 107 µM), inactives show top-dose activity, negative = inhibition, hits mostly inhibitors; 400,000 compounds, 0.53% hits; AID 588579; note: % is set by controls: 0 for no effect and ±100 for the full control effect
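Pol kappa 10 nM + cpd, 15 min RT; start w/ substrate 50 nM final; fluorescence kinetic read, 0 and 10 min. Neg ctrl: buffer, no enzyme.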
Pol beta inh: blocks human DNA polymerase beta activity | 340,000 compounds, 1.3% hits | P06746 | Pol beta primer extension/strand displacement, fluorescence kinetic | Potency, µM (doses to about 114 µM), for inactives: top-dose activity change, negative = inhibition, most hits filed as inhibitors; note: % is set by controls: 0 for no effect and ±100 for the full control effect
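Values derive from four-parameter Hill fits of normalized kinetic data: reads at 0 and 10 min following addition of 50 nM substrate to 10 nM Pol beta preincubated 15 min with compound.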
BAZ2B block: blocks human BAZ2B. AlphaScreen BAZ2B-H3K14Ac peptide displacement. Potency, µM (titrated, usually from 114 µM), inactives show at the highest dose activity change, negative = inhibition, actives largely listed as inhibitors. 360,000 compounds, 4.4% hits. AID 504333; note: % is set by controls: 0 for no effect and ±100 for the full control effect; nearly all actives have a fitted effect of over 60% in size
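Protein-peptide AlphaScreen: BAZ2B 50 nM, b-H3K14Ac 50 nM, 1x PBS pH 7.4 + 0.01% Tween-20. Preincubation 30 min RT; cpd 30 min RT (top 110 uM); beads 20 min RT, light-protected.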
BLM helicase inh: Bloom syndrome helicase (human) inhibition; P54132; recombinant BLM DNA unwinding, fluorescence dequenching; Potency, µM (top dose mostly 56.1 µM), inactives show top-dose activity change, negative = inhibition, hits mostly inhibitors; 350,000 compounds, 0.2% hits;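 note: plate controls were vehicle for no effect and no enzyme for full effect; nearly all actives have a fitted effect of over 35% in size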
Active calls of the source: *; ? = inconclusive; . = no result given; & = joins results of further samples; [ ] = remark or other dose. Calls come from the whole dose curve; as a rule, active = well fitted curve in the direction sought with a large enough effect; inconclusive = small, poorly fitted or top-dose-only effect, or another doubt; inactive = no such curve, though single readings can be large; an effect the other way counts as inactive or inconclusive. Potency is the fitted concentration of half-maximal effect. These rows are one share of the data; count on the stated rates, not on these rows.

SMILES	Apoferritin bind	POLH inh	G9a block	APE1 inh	Pol iota inh	POLK inh	Pol beta inh	BAZ2B block	BLM helicase inh
CCOc1ccc(/C=C/c2nc(C#N)c(NCCCN(C)C)o2)cc1	62%&52%[activator]	-22%&-21%	-10%	14%	8%&12%	-1%&-5%	-5%&2%	1%&-14%	4%&-1%
CCc1ccc(NC(=O)c2cnc3scc(C)n3c2=O)cc1	-15%	-3%	19%[59 µM]	2%	30%	0%	?	5%	-5%
Nc1cccc2c1C(=O)N(C(=O)c1cccc(S(=O)(=O)N3CCCC3)c1)C2=O	.	5%	?	-10%	3%	-9%	1%	2%	-2%
CC(C)N1CC(COc2ccc(Br)cc2)OC1=O (configuration not stated)	-7%	-7%	68%[activator]	-13%	-2%	-4%	16%	3%	0%
Cc1c(Cl)cccc1NC(=O)CN1C(=O)c2ccccc2Sc2ncccc21	7%	4%	-16%[59 µM]	.	-3%	-8%	3%	-21%	-13%
COc1ccc(Cn2c(N)c(C#N)c3nc4ccccc4nc32)cc1OC	331%[activator]	7%	14%	-2%	25µM*	-16%	34%	8%	-4%
COc1ccccc1Nc1nc(N)nc(CSc2nccc(C)n2)n1	-9%	-6%	3%[12.7 µM]	1%	-3%	-10%	3%	-2%	2%
COC(=O)c1cscc1S(=O)(=O)Cc1ccccc1	-2%	-3%	20%[0.501 µM]	12%	-15%	-7%	19%	8%	-2%
CCCC(C(=O)Nc1ccc(S(=O)(=O)Nc2ncccn2)cc1)c1ccccc1 (configuration not stated)	-13%	-3%	75%[activator]	-21%	8%	-5%	-8%	-3%	-3%
COc1ccccc1NC(=O)c1ccc(NC(=O)CN2CCN(C(=O)c3ccco3)CC2)cc1	-7%	-7%	23%[59 µM]	-8%	-2%	-16%	-8%	-12%	-4%
Cc1cc(C)cc(NC(=O)CCn2ccnc2)c1	-2%	-13%	8%	44%	54%[activator]	6%	45%	-6%	-3%
O=C(CN1CCCCCC1)Nc1ccccc1[N+](=O)[O-]	?	-10%	24%[0.501 µM]	-7%	-6%	-14%	-1%	-38%	-2%
COc1cc(CC(=O)OCC(=O)Nc2cc([N+](=O)[O-])ccc2Cl)cc(OC)c1OC	5%	-14%	14%[59 µM]	-4%	-5%	-3%	54%	3%	-3%
COc1ccccc1NS(=O)(=O)c1ccc(Cl)cc1	?	-9%	-3%[59 µM]	1%	-8%	-4%	-10%	6%	0%
Cc1nc(C(C)(C)O)n(-c2ccccc2)n1	-8%	-6%	5%	0%	-11%	6%	14%	-4%	4%
O=C(C[n+]1ccccc1)N/N=C/c1ccc(C(=O)O)cc1	.	-2%	?	16%	-17%	-4%	.	79µM*	.
CCOc1ccccc1NC(=O)Cn1c(=O)n(-c2ccc(C)c(C)c2)c(=O)c2oc3ccccc3c21	-16%	-11%	3%[59 µM]	.	12%	1%	14%	-17%	-2%
Fc1ccc(-c2ccc(CNCc3ccccn3)o2)cc1	-14%	-19%	40µM*	16%	84%[activator]	4%	3%	50µM*	-2%
CCN(CC)CCOC(=O)c1ccc(NC(=O)c2cc3cccc(OC)c3oc2=O)cc1	14%	-15%	?	.	?	-7%[60.1 µM]	-18%	-13%	5%
CCn1c(SCC(=O)Nc2cccc(O)c2)nc2c1c(=O)n(C)c(=O)n2C	10%	-11%	?	-7%	-1%	9%	1%	6%	-4%

Ordered by the number under POLH inh (rising): three from the list above.
Molecule	POLH inh	G9a block	APE1 inh	Pol iota inh	POLK inh	BAZ2B block	BLM helicase inh
Fc1ccc(-c2ccc(CNCc3ccccn3)o2)cc1	-19%	40µM*	16%	84%[activator]	4%	50µM*	-2%
O=C(CN1CCCCCC1)Nc1ccccc1[N+](=O)[O-]	-10%	24%[0.501 µM]	-7%	-6%	-14%	-38%	-2%
COc1ccccc1NS(=O)(=O)c1ccc(Cl)cc1	-9%	-3%[59 µM]	1%	-8%	-4%	6%	0%

Ordered by length of the SMILES (lowest first): part of the list above.
SMILES	Apoferritin bind	POLH inh	G9a block	APE1 inh	Pol iota inh	POLK inh	Pol beta inh	BAZ2B block	BLM helicase inh
COc1ccccc1NS(=O)(=O)c1ccc(Cl)cc1	?	-9%	-3%[59 µM]	1%	-8%	-4%	-10%	6%	0%
O=C(CN1CCCCCC1)Nc1ccccc1[N+](=O)[O-]	?	-10%	24%[0.501 µM]	-7%	-6%	-14%	-1%	-38%	-2%
COc1cc(CC(=O)OCC(=O)Nc2cc([N+](=O)[O-])ccc2Cl)cc(OC)c1OC	5%	-14%	14%[59 µM]	-4%	-5%	-3%	54%	3%	-3%

Five consecutive entries already listed:
SMILES	Apoferritin bind	POLH inh	G9a block	APE1 inh	Pol iota inh	POLK inh	Pol beta inh	BAZ2B block	BLM helicase inh
Cc1nc(C(C)(C)O)n(-c2ccccc2)n1	-8%	-6%	5%	0%	-11%	6%	14%	-4%	4%
O=C(C[n+]1ccccc1)N/N=C/c1ccc(C(=O)O)cc1	.	-2%	?	16%	-17%	-4%	.	79µM*	.
CCOc1ccccc1NC(=O)Cn1c(=O)n(-c2ccc(C)c(C)c2)c(=O)c2oc3ccccc3c21	-16%	-11%	3%[59 µM]	.	12%	1%	14%	-17%	-2%
Fc1ccc(-c2ccc(CNCc3ccccn3)o2)cc1	-14%	-19%	40µM*	16%	84%[activator]	4%	3%	50µM*	-2%
CCN(CC)CCOC(=O)c1ccc(NC(=O)c2cc3cccc(OC)c3oc2=O)cc1	14%	-15%	?	.	?	-7%[60.1 µM]	-18%	-13%	5%

Following part
SMILES	Apoferritin bind	POLH inh	G9a block	APE1 inh	Pol iota inh	POLK inh	Pol beta inh	BAZ2B block	BLM helicase inh
O=C(COc1ccc(F)cc1)N(Cc1cccc(Br)c1)C1CCS(=O)(=O)C1 (configuration not stated)	?	-15%	40%	45%[activator]	-7%	8%	-9%	-19%	0%
COc1ccccc1N1CCN(C(=O)CSc2n[nH]c(-c3ccccc3Cl)n2)CC1	4%	-9%	-5%[59 µM]	.	3%	-11%[60.1 µM]	-20%	2%	-4%
O=C(OCCN=C1NS(=O)(=O)c2ccccc21)c1cccnc1	-4%	-24%	-23%[2.33 µM]	-2%	51%[activator]	-17%	10%	-35%	9%
CCOC(=O)c1ccc(NNC(C)=O)c([N+](=O)[O-])c1	-4%	-8%	.	-4%	5%	-7%	?	?	-1%
O=C(c1cccc(Br)c1)c1conc1C(=O)c1ccco1	-14%	-13%	12%	2%	10%	-11%	22%	8%	1%
CCC(=O)NCCCOc1ccccc1	-5%	0%	-7%[2.33 µM]	11%	3%	-6%	24%	11%	-1%
CCN(CC)CCOC(=O)c1ccc(NC(=O)c2cc3cc(OC)ccc3oc2=O)cc1	-3%	-12%	1%[59 µM]	.	-8%	4%	-4%	-10%	-12%
Cn1ccc(C(=O)N/N=C/c2ccccc2[N+](=O)[O-])n1	1%	-17%	1%	2%	-1%[58.9 µM]	1%	14%	-14%	-1%
COc1ccc(C2CC(c3ccc(C)cc3)=NN2C(=O)c2ccccc2)cc1 (configuration not stated)	-2%	-23%	-25%[2.33 µM]	14%	?	2%	1%	-33%	-11%
CSc1ccccc1NC(=O)COC(=O)Cc1ccsc1	.	-10%	.	33%	-3%	-13%	.	.	.
Brc1cccc(CNc2nc3ccccc3n2CCN2CCOCC2)c1	-15%	-18%	.	1%	61%[activator]	-5%	-3%	-22%	-3%
COC(=O)[C@@]1(C)[C@H]2C(=O)N(Cc3ccccc3)C(=O)[C@H]2[C@H]2CN=C(SC)N21	.	-11%	.	-2%	?	-14%	.	.	.
CN1C(=O)C(C)(C)c2cc(S(=O)(=O)NCc3ccc(C(=O)NCc4ccco4)cc3)ccc21	-15%	-11%	18%	18%	?	-1%	19%	-28%	0%
Cc1ccc(NC(=O)CC2Sc3ccccc3NC2=O)c(C)c1 (configuration not stated)	?	-12%	43%[activator][59 µM]	.	7%	14%	-1%	19%	0%
CCOC(=O)/C(=N\Nc1ccc(Cl)cc1)c1csc(Nc2ccccc2)n1	-18%	-19%	?	-2%	9%	-26%	6%	-13%	-2%
Cc1nnc(SCC(=O)Nc2ccc(Cl)cn2)[nH]c1=O	-12%	-15%	?	1%	-4%	-4%	-26%	-3%	-5%
CC1CCN(C(=O)/C=C/c2ccc(C(C)(C)C)cc2)CC1	-8%	?	24%[59 µM]	-1%	34%[activator]	-3%	-3%	-3%	-2%
COc1ccccc1CNC(=O)c1c(-c2ccccc2)nn(-c2ccccc2)c1C	-10%	-5%	2%	1%	6%	-18%	19%	9%	-4%
CC(OC(=O)c1cc2c(ccc3ccccc32)oc1=O)c1nc2ccccc2s1 (configuration not stated)	42%[activator]	-6%	4%	6%	2%	-9%	-28%	10%	-6%
CCN(CC)CCNC(=O)c1c(C)n(-c2ccccc2)c2cc(Br)c(OC)cc12	-13%	-8%	20%[0.501 µM]	-3%	26%	-9%	?	?	-3%
